Source: PubChem (National Center for Advancing Translational Sciences (NCATS))
HT1080 IDH1KD tx: toxicity to HT-1080 IDH1 knockdown cells (counter line) | HT-1080 IDH1 knockdown viability, ATP luminescence, 48 h | Potency, µM (highest dose often 46.1 µM), for inactives: at the top dose activity, negative = toxicity, hits mostly cytotoxic | 360,000 compounds, 2% hits | AID 686971;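 further: potency means the concentration at half of the fitted maximal effect; 0% = DMSO wells and -100% = cell-free medium wells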
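IDH1KD HT-1080 cells, 750/well, RPMI + 5% FBS; compound pinned after 2 h settling; 48 h, 37 °C; CellTiter-Glo luminescence; % activity normalised to DMSO and no-cell wells; curves fitted, classed by r2 and efficacy.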
KB-V1 MDR tox: KB-V1 MDR subline cytotoxicity | KB-V1 MDR cells viability, CellTiter-Glo, 72 h | Potency, µM (highest dose often 46.1 µM), without a hit: at the highest dose activity change, negative = cytotoxicity, actives largely listed as cytotoxic | 400,000 compounds, 3.4% hits | AID 1347076; further: potency means the concentration at half of the fitted maximal effect; on the % scale 0 is the no-effect control and ±100 the full control effect; nearly all actives have a fitted effect of over 60% in size
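Cells of the MDR subline KB-V1 are plated, dosed with compound at multiple concentrations, and incubated 72 h at 37 degrees C; CellTiter-Glo is then added and luminescence read after 10 min.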
SW480 rerep: induces DNA re-replication in SW480 colon adenocarcinoma cells. SW480 DNA re-replication, Hoechst DNA content imaging, 48 h. Potency, µM (doses to about 46.1 µM), for the others: at the top dose re-replication activation, hits mostly activators. 340,000 compounds, 1.8% hits; further: potency means the concentration at half of the fitted maximal effect; % of control where 0% means no effect; nearly all actives have a fitted effect of over 55% in size
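Hoechst fluorescence of nuclei (405 nm excitation, 500-530 nm emission) measured by plate-scanning imager after 48 hr compound exposure at 37 C; re-replication scored as increased number of nuclei with elevated intensity.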
HT1080-NT tox: kills 2HG-producing HT-1080-NT fibrosarcoma cells. HT-1080-NT fibrosarcoma viability, CellTiter-Glo ATP luminescence, 48 h. Potency, µM (doses to about 46.1 µM), inactives show at the top dose activity, negative = less viability, usual class: cytotoxic. 360,000 compounds, 1.6% hits. AID 686970;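 further: NT is the 2HG producing partner of a matched IDH1 knockdown line; potency means the concentration at half of the fitted maximal effect; 0% = DMSO-treated cells and -100% = media-only wells without cells; nearly all actives have a fitted effect of over 55% in size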
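Toxicity toward the 2HG-producing NT line was scored as %Activity, normalised to DMSO and no-cell wells, from CellTiter-Glo luminescence after 48 hours' treatment.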
DRD3 antagonist: antagonists of human D3 dopamine receptor. AID 652054. 360,000 compounds, 2.5% hits. D3R cells, DiscoveRx beta-arrestin luminescence, antagonist mode; active compounds read low. P35462. max response, negative = inhibition, %; in the data active means max response below about -50%; inconclusive means no clear call, values can overlap the other calls; further: on the % scale 0 is the no-effect control and ±100 the full control effect; mostly tested at two doses, the higher about 12 µM
Target sequence (P35462 whole entry, looked up): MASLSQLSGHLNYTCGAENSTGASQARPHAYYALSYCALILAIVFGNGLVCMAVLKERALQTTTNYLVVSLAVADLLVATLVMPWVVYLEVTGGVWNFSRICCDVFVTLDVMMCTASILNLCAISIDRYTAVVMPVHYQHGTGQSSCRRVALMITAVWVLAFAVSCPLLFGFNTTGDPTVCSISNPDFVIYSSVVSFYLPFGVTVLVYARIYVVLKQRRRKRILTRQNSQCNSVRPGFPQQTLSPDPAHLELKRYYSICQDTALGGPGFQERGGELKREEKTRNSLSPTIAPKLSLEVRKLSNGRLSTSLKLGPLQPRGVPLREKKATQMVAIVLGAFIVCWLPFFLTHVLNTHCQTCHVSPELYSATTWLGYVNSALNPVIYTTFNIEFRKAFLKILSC
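Cells plated overnight at 1500 cells/well, then exposed to library compounds with dopamine controls for 90 minutes at 37 degrees C. DiscoveRx reagent added for 30–60 minutes at room temperature; luminescence read, quantitative HTS format.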
GLP-1R agonist: GLP-1 receptor (human) agonism; 380,000 compounds, 0.007% hits; HEK293 GLP-1R CRE-luciferase, luminescence, 4-6 h; cells express a hypersensitive GLP-1R form; P43220; Potency, µM (highest dose often 45.6 µM), inactives show at the top dose activation, usual class: activators; further: potency means the concentration at half of the fitted maximal effect; % of control where 0% means no effect
Target sequence (P43220 whole entry, looked up): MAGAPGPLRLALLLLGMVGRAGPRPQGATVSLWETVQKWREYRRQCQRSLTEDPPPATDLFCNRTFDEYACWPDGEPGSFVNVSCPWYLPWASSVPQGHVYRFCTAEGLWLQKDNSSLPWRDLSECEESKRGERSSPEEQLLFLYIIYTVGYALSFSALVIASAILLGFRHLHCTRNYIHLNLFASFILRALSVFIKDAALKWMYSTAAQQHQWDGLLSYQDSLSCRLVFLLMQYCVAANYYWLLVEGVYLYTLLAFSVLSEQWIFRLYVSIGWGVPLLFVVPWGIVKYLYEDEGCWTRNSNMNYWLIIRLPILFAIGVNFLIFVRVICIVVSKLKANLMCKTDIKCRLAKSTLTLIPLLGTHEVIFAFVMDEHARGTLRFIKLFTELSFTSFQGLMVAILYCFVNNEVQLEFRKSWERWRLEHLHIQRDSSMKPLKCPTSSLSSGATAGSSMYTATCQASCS
IL-1B inflam inh: blocks inflammasome-driven IL-1 beta release | THP-1 LPS/ATP IL-1B secretion, AlphaLISA, 16 h; active compounds read low | activity change, % at 57.5 µM | 360,000 compounds, 4.7% hits; in the data active means activity change below about -50%; inconclusive means mostly about -30% to -49%; further: on the % scale 0 is the no-effect control and ±100 the full control effect
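THP-1 cells pretreated 1 hr with compounds (up to 57.5 uM final), then stimulated with LPS (250 ng/mL final) plus ATP (1.25 mM final); secreted IL-1B measured by AlphaLISA after 16 hr, decreased signal indicating inhibition.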
KB-3-1 cytotox: KB-3-1 parental cell cytotoxicity. KB-3-1 viability, CellTiter-Glo ATP luminescence, 72 h. Potency, µM (doses to about 46.1 µM), inactives show at the top dose activity change, negative = cytotoxic, actives largely listed as cytotoxic. 400,000 compounds, 1.4% hits; further: potency means the concentration at half of the fitted maximal effect; on the % scale 0 is the no-effect control and ±100 the full control effect; nearly all actives have a fitted effect of over 60% in size
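Parental KB-3-1 viability, qHTS format: 72 h compound exposure, 37 °C; CellTiter-Glo; media-only wells and DMSO plates as controls; concentration-effect fits on corrected data.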
DRD3 agonist: activates the human D3 dopamine receptor; P35462; max activation, %; D3R DiscoveRx beta-arrestin cells, luminescence, 90 min; 410,000 compounds, 0.58% hits; in the data active means max activation above about 30%; further: 0% is about no effect; mostly tested at two doses, the higher about 12 µM
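Agonist mode: compounds and dopamine controls were applied to plated cells for 90 min at 37 degrees C after an overnight attachment at 1500 cells/well. Luminescent read-out followed 30 - 60 minutes at room temperature with DiscoveRx detection reagent.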
* = called active by the depositor; ? = inconclusive; nt = not tested or not shown; & = joins results of further samples; [ ] = another dose, or the depositor's remark. Unless noted, the call rests on the fitted dose curve; in most records, active means well fitted curve in the direction sought with a large enough effect; inconclusive means small, poorly fitted or top-dose-only effect, or another doubt; inactive means no such curve, though single readings can be large; an effect the other way counts as inactive or inconclusive.

Structure	DRD3 agonist	HT1080 IDH1KD tx	GLP-1R agonist	KB-3-1 cytotox	SW480 rerep	IL-1B inflam inh	KB-V1 MDR tox	DRD3 antagonist	HT1080-NT tox
Cn1nc(-c2ccc(Cl)cc2)c2cc(C(=O)N3CCN(C(=O)c4ccco4)CC3)sc21	4	4%	-2%	-18%	3%	-3	18%	6	0%
CC1(C)CC(=O)C2=C(C1)N(c1ccccc1)C(N)=C(C#N)C2c1ccccc1 (stereo not drawn)	0	2%	2%	-1%	-2%	-50*	-16%	19	5%
CC1CCN(C(=O)C2CCN(S(=O)(=O)N3CCC4(CC3)OCCO4)CC2)CC1	20	12%	-5%	-2%	-3%	13	-9%	5	10%
CCN1C(=O)CC(c2ccco2)Sc2ccccc21 (stereo not drawn)	-15	?	-15%	-1%	-12%	-13	?	10	-2%
Cc1cc(C)nc(NC(=NCCc2c[nH]c3ccccc23)NC(=O)c2ccco2)n1	7	-16%	4%	?	-10%	-28	?	9	-12%
O=C(CCN1CCN(c2ccccc2)CC1)N/N=C/c1ccc(O)c(O)c1O	11	-9%	4%	27%	-14%	23	?	3	-8%
COc1ccccc1N1CCN(C(=O)C(NS(=O)(=O)c2cccs2)c2ccccc2)CC1 (stereo not drawn)	5	6%	-1%	-2%	-6%	0	4.6µM*	2	12%
COc1ccc(-c2cc(CNc3nc(NCc4ccccc4OC)nc4ccsc34)on2)cc1	6	15µM*	16%	-9%	nt	0	-20%	24	18µM*
C#CCOCCOCCOCCNc1nc(N2CCN(C(=O)[C@H](CCCCN)n3cc(CN)nn3)CC2)nc(N2CCN(C(=O)[C@H](CCC(=O)O)n3cc([C@@H](N)CCCCN)nn3)CC2)n1	9	10%	-5%	16%	-19%	4	11%	5	8%
COC(=O)Cc1c(C)c2ccc(OCC(=O)N(C)C3CCS(=O)(=O)C3)cc2oc1=O (stereo not drawn)	-9	11%	7%	-16%	-4%	-1	?	-1	-2%
C[C@@H]1CN([C@@H](C)CO)C(=O)c2cccc(NC(=O)C3CCOCC3)c2O[C@H]1CN(C)S(=O)(=O)c1ccc(Cl)cc1	7	9%	0%	12%	-4%	6	12%	41	9%
O=C(CN1C(=O)S/C(=C\c2ccccc2Cl)C1=O)NCCCn1ccnc1	8	-15%	3%	-2%	-9%	-29	2%	10	-5%
CC(=O)Nc1ccccc1-c1nnn(CC(=O)Nc2ccc3c(c2)OCCO3)n1	3	1%	9%	0%	-31%	29	-13%	6	-7%
CCOC(=O)c1c(NC(=O)CCN2CCOCC2)sc2c1CC(C)(C)OC2	3	-6%	2%	8%	-2%	0	16µM*	11	3%
OCCC1CN(C/C(Cl)=C/c2ccccc2)CCN1C1CCCC1 (stereo not drawn)	-9	8%	1%	-7%	-20%	6	-15%	-19	9%
COc1cccc(C(=O)NNC(=O)C(=O)Nc2ccc(C)cc2)c1	5	-18%	-4%	-5%	-1%	-10	?	14	-2%
N#Cc1nnn(-c2cc(Cl)cc(Cl)c2)c1N	7	4%	7%	9%	-6%	7	-1%	10	0%
COc1c(C(=O)NNC(=O)c2ccccc2Cl)csc1Br	3	-1%	2%	1%	-2%	-16	-2%	16	4%
O=C(CSc1nnc(CNc2ccc(F)cc2)n1Cc1ccco1)N1CCOCC1	-1	7%	-9%	-4%	-4%	0	4%	8	12%
COc1ccc(CC(=O)NCc2nnc(SCc3ccc(C)cc3)n2C)cc1	13	-2%	5%	-2%	-419%[inhibitor]	14	-2%	-6	8%
O=C(Nc1ccccc1Cl)Nc1cccc2cccnc12	-9	-1%	-1%	2%	-33%[inhibitor]	?	-4%	-13	-4%
Cc1ccc(C(=O)N/C(=C\c2ccc(-c3ccccc3[N+](=O)[O-])o2)C(=O)NCCCN2CCOCC2)cc1	-13	?	10%	-2%	?	58	15%	-16	?
CC(C)OC(=O)c1ccc(COC(=O)CNC(=O)c2ccco2)cc1	6	2%	9%	?	-5%	7	35%	3	9%
COc1ccc(C(=O)Nc2ccc3c(c2)nc(CCNC(C)=O)n3C)cc1	11	-1%	9%	12%	-4%	-6	-15%	7	2%
COc1ccc(NC(=O)c2cc3ccccc3oc2=O)cc1	-5	10%	-3%	-3%	nt	9	15%	-17	12%
O=C(Cc1c(O)c2ccccc2[nH]c1=O)NC1CCCCCC1	-7	-3%	1%	-13%	3%	5	-6%	-2	1%
Cc1cccc(CC2(O)C(=O)Nc3ccccc32)n1 (stereo not drawn)	2	8%	1%	4%	-1%	13	-12%	3	-1%
CC(C)n1cc(CN2CCC(Oc3ccc(C(=O)N4CCCCC4)cc3)CC2)cn1	-35	-2%	-12%	17%	10%	0	-9%	-15	0%
CCOC(=O)C1CCN(Cc2nc3ccc(Cl)cc3n2CCO)CC1	0	4%	0%	-9%	2%	-25	2%	-66*	9%
COc1ccccc1NC(=O)c1cc(S(=O)(=O)N2CCCC2)cn1C	-9	3%	6%	-1%	1%	-19	-4%	-5	16%
S=C(NC1CCCCC1)N1CCn2cccc2C1c1cccnc1 (stereo not drawn)	-4	-1%	8%	-1%	29%	-26	?	-10	-28%
CCOC(=O)CSc1ncc(-c2ccccc2)cn1	-19	0%	12%	-12%	-4%	22	30%	-14	10%
O=C(Nn1cnnc1)c1ccc(Br)s1	-12	0%	-1%	-2%	76%	-16	18%	3	1%
COc1cccc(C2CC(c3cccs3)=NN2S(C)(=O)=O)c1 (stereo not drawn)	-7	0%	7%	4%	-3%	6	-22%	6	2%
C[C@@H]1C=CC(=O)O[C@@H]1c1ccc(Cl)cc1	-12	?	11%	0%	1%	-108*	?	-25	?
O=C(OCC(=O)N1CCN(S(=O)(=O)c2ccc(Cl)cc2)CC1)C1CCC1	10	2%	-5%	-3%	0%	0	-6%	1	0%
CC(=O)Nc1cc[n+](C(C)C(=O)c2ccc(Br)cc2)cc1 (stereo not drawn)	-16	-16%	0%	?	3%	15	2%	-84*	-14%
O=C(CSc1nnc(C2CC2)n1C1CC1)c1cc(F)ccc1F	-8	-2%	10%	10%	6%	-2	-11%	-9	-2%
CC(/C=C1\SC(=S)N(CCC(=O)Nc2cccc(C(=O)O)c2)C1=O)=C\c1ccccc1	0	-13%	-1%	-4%	-9%	31	2%	-5	-4%
COc1ccc(NC(=O)CN2CCN(CC(=O)Nc3ccccc3F)CC2)cc1OC	2&-4	-5%	-2%	3%&7%	2%	-17	-5%&-14%	6	-3%
N=c1sccn1CC(=O)Nc1cccc(S(=O)(=O)N2CCCCCC2)c1	-4	-18%	5%	-16%	-41%[inhibitor]	-2	-17%	-2	0%
Cc1ccc(NC(C)c2cc(Cl)ccc2O)cc1 (stereo not drawn)	-1	1%	1%	4%	4%	-27	-2%	-14	5%
NS(=O)(=O)c1ccc(NC(=O)c2cc(-c3cccs3)nc3ccccc23)cc1	-9&5	?	0%&-5%	29%&14%	?	0	5%&-14%	7	?
O=C(CSc1nnc(COc2ccc(Cl)cc2)o1)N1c2ccccc2CCc2ccccc21	-3	?	-3%	0%	5%[9.22 µM]	?	0%	-27	-22%
O=C(O)c1ccc(N2C(=O)CSC2c2cccc([N+](=O)[O-])c2)cc1 (stereo not drawn)	7	-1%	-2%	4%	1%	-11	18%	7	3%
O=C(CCc1nc(-c2ccccc2Cl)no1)NCC1CCCO1 (stereo not drawn)	3	-1%	-4%	5%	3%	6	?	2	8%
CCOC(=O)COc1ccc2c(c1)C(=O)CC(C)(C)O2	-6	25%	3%	3%	-18%	6	?	-9	8%
CCn1cc(Br)c(C(=O)Nc2ccc(F)c(Cl)c2)n1	-6	-15%	10%	-6%	-1%	0	0%	-30	-9%
O=C(c1cccc2c1-c1ccccc1/C2=N/O)N1CCCCC1	-5	-23%	-7%	-15%	14%	-11	?	-30	-12%
Cn1nc(C(=O)OCC(=O)Nc2ccc(SC(F)F)cc2)c2ccccc2c1=O	-4	-2%	6%	nt	0%	7	nt	-6	14%
COc1ccc2nc(N3C(=O)/C(=C/c4ccc(Cl)cc4)NC3=S)sc2c1	-3	21%	1%	?	0%	22	?	8	14%
CN(Cc1nc2ccccc2c(=O)[nH]1)C(=O)c1cccc(NC(=O)c2cccs2)c1	-19	-1%	6%	nt	-2%	3	nt	-4	11%
CN(C)C(=O)c1ccc(NC(=O)c2cccc(-n3cnnn3)c2)cc1	0	1%	-7%	-6%	nt	4	-12%	-16	0%
CCOC(=O)c1cn2nc(Oc3cccc(F)c3)ccc2n1	1	17%	16%	9%	-14%	-19	11%	0	0%
CC1(C(=O)NS(=O)(=O)c2cccc(OC(F)F)c2)CCN1C(=O)COc1ccc(Cl)cc1 (stereo not drawn)	-1	?	-6%	0%	nt	49	3%	0	21%
COc1ccc(OC)c(C(=O)N/N=C/c2ccccn2)c1	-2	2%	5%	2%	-15%	11	-1%	-5	16%
O=S(=O)(Nc1cccc(-n2cnnn2)c1)c1cccc(Cl)c1	4	-1%	-1%	2%	-2%	22	14%	3	-10%
COc1ccc(N(CC(=O)NCCSCc2ccccc2Cl)S(C)(=O)=O)cc1Cl	-4	-1%	13%	-4%	-7%	0	3%	-16	-3%
